CatS inh – blocks human cathepsin S protease activity. P25774. recombinant cathepsin S, AMC dipeptide fluorescence, pooled mixtures. inhibition, %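 (tested at 5 µM per compound within 10-compound mixtures)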. actives 0.06% (n = 62,000). AID 501; in the data active = inhibition above about 32%, passing the limit was not always enough;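 note: 0% = enzyme without compound and 100% = blank without enzyme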
Target sequence (P25774 115-331 limits assumed): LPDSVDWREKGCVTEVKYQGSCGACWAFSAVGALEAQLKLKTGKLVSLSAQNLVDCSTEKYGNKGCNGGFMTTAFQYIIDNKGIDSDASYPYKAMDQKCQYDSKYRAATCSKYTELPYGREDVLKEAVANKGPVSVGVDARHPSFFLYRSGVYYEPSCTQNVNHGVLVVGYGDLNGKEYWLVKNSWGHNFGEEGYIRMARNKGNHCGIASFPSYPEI
FXIIa mix inh – inhibitors of human coagulation factor XIIa, pooled mixtures. purified FXIIa, fluorogenic substrate. actives 0.2% (n = 62,000). P00748. AID 684. inhibition, % at 5 µM;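 note: 0% = enzyme without compound and 100% = no enzyme blank; some results filed as inactive read as strong as hits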
PKA inh – inhibitors of human protein kinase A; inhibition, % at 6 µM; PKA Kemptide phosphorylation, Kinase-Glo ATP luminescence; actives 0.1% (n = 65,000); P17612;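 active = inhibition above the screen-wide mean inhibition plus 3 SD, cut at about 21% in these data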; note: many of its hits are not listed in these tables
JNK3 blocker – blocks human JNK3 kinase activity | P53779 | purified JNK3 kinase activity, HTS | inhibition, % at 8 µM | actives 0.61% (n = 60,000) | AID 746; in the data active = inhibition above about 17%;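 note: 0% = DMSO and 100% = reference inhibitor; many of its hits are not listed in these tables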
Target sequence (P53779 whole entry, looked up): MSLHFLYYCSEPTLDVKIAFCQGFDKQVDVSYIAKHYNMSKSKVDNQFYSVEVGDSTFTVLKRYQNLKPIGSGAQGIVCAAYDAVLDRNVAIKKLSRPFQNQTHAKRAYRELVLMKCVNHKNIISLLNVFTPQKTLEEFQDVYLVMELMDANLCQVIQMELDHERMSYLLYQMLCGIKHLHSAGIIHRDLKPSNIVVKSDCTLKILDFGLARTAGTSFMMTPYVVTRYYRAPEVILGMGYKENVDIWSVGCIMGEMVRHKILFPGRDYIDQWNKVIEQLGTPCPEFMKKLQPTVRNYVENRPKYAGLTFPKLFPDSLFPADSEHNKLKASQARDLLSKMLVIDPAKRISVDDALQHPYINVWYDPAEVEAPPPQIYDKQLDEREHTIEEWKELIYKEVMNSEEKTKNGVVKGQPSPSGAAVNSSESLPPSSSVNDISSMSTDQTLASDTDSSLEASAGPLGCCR
ROCK2 inh – blocks human Rho kinase 2 activity; O75116; purified ROCK2, Kinase-Glo ATP depletion luminescence; inhibition, % at 6 µM; actives 0.35% (n = 60,000); AID 604;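 active = inhibition above the screen-wide mean inhibition plus 3 SD, cut at about 18% in these data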;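 note: plate controls were DMSO wells for no effect and Y-27632 control wells after no-enzyme background subtraction for full effect; many of its hits are not listed in these tables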
C1s block – human complement C1s inhibition; P09871; purified C1s, fluorogenic AMC substrate, pooled mixtures; mean inhibition % of two 10-compound mixtures (stronger effect = higher value), % at 5 µM (by protocol); actives 0.16% (n = 62,000);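 active = inhibition above 20% in each of the two 10-compound mixture wells holding the compound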;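 note: 0% = enzyme wells lacking compound mixture and 100% = no-enzyme blank wells; some compounds called inactive have numbers as strong as hits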
Cathepsin G inh – cathepsin G (human) inhibition | P08311 | inhibition, % at 5 µM (by protocol) | actives 0.2% (n = 62,000) | purified enzyme, AMC-tetrapeptide fluorescence, pooled mixtures | AID 581;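 active = inhibition above 20% in each of the two mixture wells holding the compound; inactive = inhibition of 20% or less in either well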;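 note: 0% = enzyme control without mixture and 100% = blank lacking enzyme; strong numbers were not always called active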
Target sequence (P08311 21-244 limits assumed): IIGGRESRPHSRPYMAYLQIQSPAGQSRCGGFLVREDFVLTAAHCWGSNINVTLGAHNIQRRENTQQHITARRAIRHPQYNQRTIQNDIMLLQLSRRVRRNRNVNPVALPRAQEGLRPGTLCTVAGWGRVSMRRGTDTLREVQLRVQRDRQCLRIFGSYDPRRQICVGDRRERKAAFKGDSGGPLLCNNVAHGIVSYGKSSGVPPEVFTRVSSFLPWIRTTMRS
CatL inh – inhibitors of human cathepsin L; P07711; AID 460; inhibition, %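 (tested at 10 µM)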; actives 0.17% (n = 58,000); purified cathepsin L, fluorogenic substrate, fluorescence; in the data active = inhibition above about 45%;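 note: 0% = enzyme with no compound and 100% = no enzyme blank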
FXIa inh mix – inhibitors of human coagulation factor XIa, pooled mixtures. purified FXIa, fluorogenic substrate. inhibition, % at 5 µM. actives 0.19% (n = 62,000);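 note: each value is inhibition by a whole ten-compound pool holding the compound; 0% = enzyme with no mixture and 100% = wells lacking enzyme; strong numbers were not always called active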
An asterisk follows results filed as active; · = no result given. Cut-off read from the data, not from the text of the source, unless noted: active = inhibition above about 20% (passing the limit was not always enough); inactive = the rest.

SMILES	CatS inh	FXIIa mix inh	PKA inh	JNK3 blocker	ROCK2 inh	C1s block	Cathepsin G inh	CatL inh	FXIa inh mix
Cn1c(C(=O)N2CCCC(C(=O)NCCCSC3CCCCC3)C2)cc2sccc21 (centres undefined)	-2	3	-3	0	0	17	12	2	7
CCCn1c(=O)c2[nH]c(C3CCCC3)nc2n(CCC)c1=O	6	6	2	1	1	-29	-1	-4	2
COC(=O)C1CCN(S(C)(=O)=O)CC1	-1	-4	6	6	3	-21	1	0	4
Cc1cc(NC(=O)c2cc(C3CC3)on2)no1	-2	3	6	0	5	-3	8	·	1
OC(CCN1CCOCC1)(c1ccc(Cl)cc1)C1CCCCC1 (centres undefined)	10	-16	-2	-8	-4	-66	-15	-1	-15
COc1cc(C(=O)Nc2ccc(S(=O)(=O)Nc3cc(C)on3)cc2)cc(OC)c1OC	0	2	2	-5	-4	-17	8	9	-6
Cc1onc(-c2ccccc2Cl)c1C(=O)Nc1nn[nH]n1	-5	4	4	10	8	-4	-8	-1	2
O=C(O)CSc1nnc(-c2ccncc2)n1C1CCCCC1	-4	1	8	-1	4	24	8	2	1
COc1ccc(-c2nnc(SCC(N)=O)n2N)cc1	-7	-1	12	-2	-2	-29	-3	0	-12
O=S(=O)(c1ccc(S(=O)(=O)N(Cc2ccc(F)cc2)C2CCCC2)cc1)N1CCCC1	10	-1	-4	2	-3	-3	3	0	3
O=C(Cc1cn2ccsc2n1)NCCc1ccc(F)cc1	5	0	8	-5	4	7	1	7	-1
COc1ccc(OC)c(S(=O)(=O)n2cnc3cc(C)c(C)cc32)c1	5	6	6	5	6	13	10	21	6
Cc1cc(Cl)c(S(=O)(=O)N2CCCCCC2)cc1OCC(N)=O	-1	-16	8	3	4	-22	-3	-11	8
O=C(c1cc2c(s1)CCCC2)N1CCN(Cc2ccc3c(c2)OCO3)CC1	-4	-22	14	1	6	4	0	10	1
O=C1c2ccccc2C(=O)N1CCSc1nncs1	17	6	6	3	3	6	8	11	0
CCCCSc1c(C)c2cc3c(cc2[nH]c1=O)OCO3	-1	9	5	1	5	-4	6	-8	7
CCCC(=O)N1CC2(C)CN(C(=O)CCC)CC(CCC)(C1)C2=O	4	2	9	·	·	5	1	12	3
O=C(CSc1nc2ccncc2[nH]1)Nc1ccccc1C(F)(F)F	-1	5	2	3	1	13	10	2	5
COc1oc(-c2ccccc2)nc1C(F)(F)F	-2	3	6	-8	0	6	-1	5	5
Cc1ccc(-c2nc(COC(=O)c3c(C)noc3C)cs2)cc1	-2	7	0	-9	3	4	1	-3	4
OCCNc1nc2ccc(Cl)cc2[nH]1	-5	1	8	-9	8	-8	-15	-4	1
O=C(NCCc1ccc(Cl)cc1)C1CCN(S(=O)(=O)c2cccc3nonc23)CC1	0	12	9	·	·	2	3	19	5
Cn1c(=O)[nH]c(=O)c2c1nc1n2CCCS1	13	11	6	7	2	4	-3	-3	0
Cc1cc(NC(=O)CSc2nccn2-c2ccc(F)cc2)no1	-4	8	11	-1	7	12	-3	-1	1
CCCCCOc1ccc(C(=O)NCC(=O)NCC(=O)OCC)cc1	·	·	5	5	8	·	·	12	·
SMILES	CatS inh	FXIIa mix inh	PKA inh	JNK3 blocker	ROCK2 inh	C1s block	Cathepsin G inh	CatL inh	FXIa inh mix
O=C(Nc1ccc(S(=O)(=O)N2CCCc3ccccc32)cc1)C1CCCO1 (centres undefined)	0	9	8	-1	6	-24	0	-6	7
COc1ccccc1OCc1ccc(C(=O)NCCN(C)C)o1	20	4	2	-6	2	-1	0	7	9
CCOC(=O)C1CCN(Cc2cn[nH]c2-c2ccccc2)CC1	-8	13	7	1	7	-39	2	-7	-1
COc1ccc(NS(=O)(=O)c2cc(-c3nnnn3C)ccc2OC)cc1	9	1	·	·	·	-31	-9	·	3
COc1ccc(NC(=O)C2CCCN(S(=O)(=O)c3cccc4cccnc34)C2)c(OC)c1 (centres undefined)	7	-10	0	-5	6	-34	1	·	0
CCc1nc2n[nH]c(N)c2c2c1CSC(C)(C)C2	·	·	14	-3	8	·	·	-5	·
CCC(c1nnnn1Cc1ccco1)N(CCc1ccccc1)Cc1cc2cc(C)ccc2[nH]c1=O (centres undefined)	11	-1	3	7	2	-22	-7	11	5
CCOC(=O)C1CCCN(C(=O)c2ccc(OCC)cc2)C1 (centres undefined)	-6	4	4	-4	5	8	7	·	8
COc1ccc(N(CC(=O)O)S(C)(=O)=O)cc1OC	-3	2	6	2	5	-14	8	-17	-1
CC1CCCCC1N1CCN(C(=O)c2cccc(F)c2)CC1 (centres undefined)	-6	7	9	-2	7	-32	-15	16	-6
C(=C\CSc1nnnn1-c1ccccc1)/CSc1nnnn1-c1ccccc1	-3	5	2	·	·	4	47	·	38
O=C(Oc1ccc(-c2cn3c(n2)SCC3)cc1)c1ccccc1	12	-22	8	1	4	-10	-3	12	-4
CC1Cc2cc(/C(O)=C3\C(=O)C(=O)N(CCN4CCOCC4)C3c3ccccc3F)ccc2O1 (centres undefined)	-2	4	1	-2	10	11	8	11	6
CCC(C)NC(=O)CN1C(=O)CC(C)(C)S(=O)(=O)c2ccccc21 (centres undefined)	3	-17	2	1	-3	-7	-3	·	6
COc1ccccc1C(=O)Nc1c(C)n(C)n(-c2ccccc2)c1=O	0	-6	8	2	4	-34	4	18	-8
O=C(c1cccc(F)c1)N1C2C=CC(C2)C1(C(F)(F)F)C(F)(F)F (centres undefined)	-2	8	-4	5	-3	12	11	1	9
Cc1ccccc1-c1n[nH]c(=S)o1	-3	-3	-7	27*	1	-9	-3	-4	7
COC(=O)c1ccc2ccn(CC(=O)NC(C)C)c2c1	-7	7	2	1	3	5	6	1	7
Cc1noc(/C=C/N(C)C)c1S(=O)(=O)N1CCC(C(=O)O)CC1	10	0	4	-3	4	6	12	·	-4
CN(C)CCCN1C(=O)C(=O)/C(=C(/O)c2ccc(S(=O)(=O)N(C)C)cc2)C1c1ccncc1 (centres undefined)	2	5	9	5	4	5	1	5	8
Cc1ccc(C(=O)CS(C)(=O)=O)cc1	-1	2	2	0	2	-33	-15	4	3
C=CCNC(=O)c1c(N)n(-c2cccc(S(N)(=O)=O)c2)c2nc3ccccc3nc12	-10	7	8	3	4	-69	2	-83	-13
Cc1ccccc1C(=O)Nc1ccc(Br)cn1	4	-18	12	1	2	2	4	4	10
O=C(Nc1nnc(-c2cccs2)o1)c1ccco1	9	3	-5	-2	-5	-43	3	·	1
CC(=O)NC1CC2CCCC(C1)N2CC(=O)N1CCCc2ccccc21 (centres undefined)	4	3	-9	-8	7	18	13	7	6
SMILES	CatS inh	FXIIa mix inh	PKA inh	JNK3 blocker	ROCK2 inh	C1s block	Cathepsin G inh	CatL inh	FXIa inh mix
Cc1cc2c(cc1C)C(=O)NC(C)(C)C2	1	9	13	5	2	2	-8	-5	-3
CCOC(=O)N1CCC(c2nc(C)sc2C(=O)O)CC1	14	3	9	4	5	-37	-6	18	6
CCCc1cc(C(=O)Nc2ccc(C(C)=O)cc2)no1	2	8	-5	4	1	18	15	9	7
CCN(Cc1ccccc1)C(=O)c1ccccc1C	3	12	7	8	-2	10	8	12	5
CCc1ccccc1S(=O)(=O)Cc1ccc(C(=O)NCc2ccc3c(c2)OCO3)o1	1	6	0	4	2	1	-3	·	6
CCOc1ccccc1NC(=O)CN1C(=O)COc2ccc(Cl)cc21	5	-19	6	11	3	18	9	21	5
Cc1ccccc1-n1c(C)nnc1SCc1nc2ccccc2s1	1	2	6	-3	5	-1	7	-14	-1
CCOC(=O)C1CCN(C(=O)CNC(=O)OC(C)(C)C)CC1	1	14	6	3	3	-26	-4	24	-5
Cc1cccc(N(C(=O)CNC(=O)c2ccco2)C(C(=O)NC2CCCC2)c2cccnc2)c1 (centres undefined)	-4	10	9	1	3	-12	-6	0	3
Clc1ccccc1C(c1nnnn1Cc1ccco1)N1CCN(Cc2ccco2)CC1 (centres undefined)	9	3	-3	1	0	18	9	8	8
Cc1cccc2[nH]c(-c3ccc(NC(=O)c4ccco4)cc3)nc12	16	-2	-4	0	1	-8	-2	7	7
COc1ccc(C)cc1S(=O)(=O)N(C)CC(=O)NC1CCCCC1	-5	1	4	0	0	11	5	0	5
NC(=O)c1cnn2c(C(F)(F)F)cc(-c3ccccc3)nc12	5	4	10	-5	11	5	0	0	1
CCOC(=O)c1c(C)[nH]c(C(=O)COC(=O)c2ccccc2NC(=O)c2ccco2)c1C	-2	3	-1	4	2	3	12	-5	8
CCc1n[nH]c2c1/C(=N\O)CC(C)(C)C2	4	3	1	-3	2	4	25	-7	15
COc1ccc(-n2ncc3c(N4CCCCC4)ncnc32)cc1	0	4	0	-5	-4	10	7	14	8
COc1cc(Cn2ccnc2)c(OC)cc1Cn1ccnc1	·	·	3	-2	3	·	·	18	·
COCCn1c(CN(C)Cc2ccccc2)nc2c1c(=O)n(C)c(=O)n2C	5	5	2	3	5	-13	2	·	-1
O=C(CCN1C(=O)c2ccccc2C1=O)Nc1ccc(F)cc1F	1	-12	0	-6	-2	-30	-4	10	5
CCOC(=O)C1C(=O)C=C(c2cccc(NS(C)(=O)=O)c2)CC1c1ccco1 (centres undefined)	0	9	-8	·	·	17	11	·	8
CC(C)NS(=O)(=O)c1ccc(OCC(N)=O)c(Cl)c1	-3	1	9	-8	10	-1	10	0	-3
COc1ccc(Br)cc1CNC(=O)CCN1C(=O)COc2ccccc21	-12	1	11	-2	7	-14	-2	-4	4
COc1ccc(-c2nnc(SCC(=O)Nc3sc4c(c3C#N)CCC4)n2CC2CCCO2)cc1 (centres undefined)	2	1	10	-2	6	12	10	8	5
O=C(NS(=O)(=O)c1ccccc1Cl)c1ccc[nH]1	40	5	7	·	·	-14	-7	18	6
CCN(CC)S(=O)(=O)c1cccc(-c2nnc(C(=O)c3ccc(C(F)(F)F)cc3)o2)c1	-4	3	2	-4	7	6	0	-4	7
SMILES	CatS inh	FXIIa mix inh	PKA inh	JNK3 blocker	ROCK2 inh	C1s block	Cathepsin G inh	CatL inh	FXIa inh mix
CCN(C(=O)CN1CCN(c2ccc(OC)cc2)CC1)c1c(N)n(Cc2ccccc2)c(=O)[nH]c1=O	6	6	-1	-2	-1	-7	4	3	3
Cc1c(C(=O)c2no[n+]([O-])c2C(=O)c2cnn(C)c2C)cnn1C	20	-1	6	-2	3	11	13	14	1
COc1ccccc1OCCCn1c(=O)oc2ccccc21	6	-8	-2	-10	0	-2	4	20	14
CCOCCCn1c(=S)[nH]c2cc(C(=O)N3CCN(C)CC3)ccc2c1=O	-6	7	9	·	·	12	6	0	6
CCCc1cc(=O)n2[nH]cnc2n1	2	-14	3	2	9	15	5	7	9
COc1ccc(CNC(=O)C(C#N)c2nc3ccccc3nc2N2CCCC2)cc1 (centres undefined)	0	3	8	-11	0	10	6	-6	4
Cc1nnc(NC(=O)CSc2cn(CCNC(=O)c3ccccc3)c3ccccc23)s1	21	2	2	-5	7	-22	-10	-1	3
CCOC(=O)C1CCCN(c2c(NCCCN(CC)c3cccc(C)c3)c(=O)c2=O)C1 (centres undefined)	7	6	-1	3	0	-15	-4	13	1

Compound profiles, as listed above.
`O=C(c1cccc(F)c1)N1C2C=CC(C2)C1(C(F)(F)F)C(F)(F)F` (centres undefined) in the list: CatS inh: -2; FXIIa mix inh: 8; PKA inh: -4; JNK3 blocker: 5; ROCK2 inh: -3; C1s block: 12; Cathepsin G inh: 11; CatL inh: 1; FXIa inh mix: 9
`CCN(C(=O)CN1CCN(c2ccc(OC)cc2)CC1)c1c(N)n(Cc2ccccc2)c(=O)[nH]c1=O` in the list: CatS inh: 6; FXIIa mix inh: 6; PKA inh: -1; JNK3 blocker: -2; ROCK2 inh: -1; C1s block: -7; Cathepsin G inh: 4; CatL inh: 3; FXIa inh mix: 3
`Clc1ccccc1C(c1nnnn1Cc1ccco1)N1CCN(Cc2ccco2)CC1` (centres undefined) in the list: CatS inh: 9; FXIIa mix inh: 3; PKA inh: -3; JNK3 blocker: 1; ROCK2 inh: 0; C1s block: 18; Cathepsin G inh: 9; CatL inh: 8; FXIa inh mix: 8
